ROMK mod – modulators of human ROMK potassium channel | P48048 | Tet-inducible ROMK, thallium flux fluorescence; actives lie on both sides | 2% of 130,000 active | B-score at 10 µM;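 active = signal ratio slope over the read window, or its plate-corrected B-score, at least 3 SD from the plate mean, either direction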;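 also: B-score of the F/F0 ratio slope over 7 to 12 s after thallium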
Target sequence (P48048 whole entry, looked up): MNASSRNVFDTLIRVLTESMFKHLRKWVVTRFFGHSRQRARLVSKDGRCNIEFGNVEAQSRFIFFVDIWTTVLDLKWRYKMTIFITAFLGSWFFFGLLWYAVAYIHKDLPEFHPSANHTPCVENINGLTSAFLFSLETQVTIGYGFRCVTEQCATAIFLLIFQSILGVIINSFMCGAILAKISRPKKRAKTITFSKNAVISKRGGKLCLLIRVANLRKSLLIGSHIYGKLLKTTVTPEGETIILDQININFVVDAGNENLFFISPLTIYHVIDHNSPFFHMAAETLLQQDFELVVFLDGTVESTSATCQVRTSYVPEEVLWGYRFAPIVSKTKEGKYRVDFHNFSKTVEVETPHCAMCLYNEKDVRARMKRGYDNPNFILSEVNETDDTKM
STAT3 inh – inhibitors of IL-6 induced STAT3 signaling; 0.89% of 190,000 active; U3A cells, IL-6 STAT3-luciferase reporter, luminescence; host cell line lacks STAT1; inhibition, % at 5.5 µM; AID 862;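 active = inhibition above the mean inhibition across all screened compounds plus 3 SD, cut at about 44% in these data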;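 also: 0% = DMSO only wells and 100% = 100 µM nifuroxazide control wells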
STAT1 inh – reduces IFN-gamma driven STAT1 reporter signal. NIH 3T3 STAT1-luciferase reporter, luminescence. inhibition, % at 5.5 µM. 0.35% of 200,000 active;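 active = inhibition above a set limit, the mean inhibition across all tested compounds plus 3 SD, cut at about 34% in these data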;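 also: 0% = IFN-gamma with DMSO and 100% = IFN-gamma with 300 µM nifuroxazide; values of inactives mirror those of a sister screen read the other way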
PPARg SRC1 recr – promotes SRC-1 coactivator recruitment by human PPARgamma; activation, % at 8 µM; 0.41% of 200,000 active; PPARgamma-SRC-1 coactivator recruitment biochemical assay; in the data active = activation above about 19%;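 also: 0% = DMSO and 100% = reference agonist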
PPARg SRC-3 ag – promotes SRC-3 coactivator recruitment by human PPARgamma. P37231. biochemical PPARgamma/SRC-3 coactivator recruitment assay. activation, % at 8 µM. 0.26% of 200,000 active. AID 731; in the data active = activation above about 23%;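 also: 0% = DMSO and 100% = reference agonist; some compounds past the cut are filed as inactive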
PPARg SRC2 recr – agonists of SRC-2 recruitment by human PPARgamma. PPARgamma LBD-SRC-2 recruitment, biochemical. activation, % at 8 µM. 0.34% of 200,000 active. AID 1032; in the data active = activation above about 22%;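 also: 0% = vehicle and 100% = reference agonist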
STAT3 activator – activators of IL-6 induced STAT3 signaling | AID 871 | activation (% of control), % at 5.6 µM | U3A cells, IL-6 STAT3-luciferase reporter, luminescence; 100% = signal with IL-6 EC80 alone | 0.91% of 190,000 active;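 active = activation above the screen-wide mean of compound activation plus 3 SD, cut at about 130% in these data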;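 also: 0% = background luminescence of wells with medium and substrate only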
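Detection: reporter luminescence signal / Assay system: STAT1-lacking human U3A cells, STAT3 luciferase reporter / Incubation: compound pre-incubation 1 h before IL-6, then 6 h stimulation at 37 °C / Control set: IL-6-only high control / Read-out: % activation relative to IL-6 control / Probe or stimulus: Interleukin-6, 33 ng/mL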
SRC2 TRFRET art – flags TR-FRET format artefacts in PPARgamma SRC-2 recruitment agonist screen; TR-FRET artefact counter-screen; stronger effect = higher value; 0.4% of 200,000 active; TR-FRET ratio at 8 µM; in the data active = TR-FRET ratio above about 2000; also: inactives centre near 1500
bIAP inh – blocks bovine intestinal alkaline phosphatase activity; inhibition, % at 20 µM; purified bovine IAP, CDP-star luminescence, 30 min; 190,000 tested, under 10 active;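 active = over 50% inhibition of intestinal alkaline phosphatase at 20 µM in the single-dose screen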
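Incubation: 30 min reaction at room temperature / Material: purified bovine intestinal alkaline phosphatase (IAP) enzyme / Input: enzyme at 1/65,000,000 dilution / Dosing: 20 µM single dose / Signal: CDP-star luminescence signal / Reagent: CDP-star chemiluminescent phosphatase substrate, 30 µM final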
bIAP activator – increases bovine intestinal alkaline phosphatase activity. purified bovine IAP, CDP-star luminescence, 30 min; stronger effect = higher value; fold of DMSO-control signal, blank-subtracted. activation factor at 20 µM. 0.17% of 200,000 active. AID 1016;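 active = activation factor of 2 or more at 20 µM, a signal rise over negative controls twice the positive control's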
TNAP act hiacc – TNAP (human) activation, high acceptor | P05186 | purified TNAP, CDP-star luminescence, 1 M DEA, 30 min; stronger effect = higher value; 0 = EDTA background, 1 = DMSO-only activity | activation factor at 20 µM | 200,000 tested, under 10 active;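 active = activation factor at least 2 at 20 µM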
Target sequence (P05186 whole entry, looked up): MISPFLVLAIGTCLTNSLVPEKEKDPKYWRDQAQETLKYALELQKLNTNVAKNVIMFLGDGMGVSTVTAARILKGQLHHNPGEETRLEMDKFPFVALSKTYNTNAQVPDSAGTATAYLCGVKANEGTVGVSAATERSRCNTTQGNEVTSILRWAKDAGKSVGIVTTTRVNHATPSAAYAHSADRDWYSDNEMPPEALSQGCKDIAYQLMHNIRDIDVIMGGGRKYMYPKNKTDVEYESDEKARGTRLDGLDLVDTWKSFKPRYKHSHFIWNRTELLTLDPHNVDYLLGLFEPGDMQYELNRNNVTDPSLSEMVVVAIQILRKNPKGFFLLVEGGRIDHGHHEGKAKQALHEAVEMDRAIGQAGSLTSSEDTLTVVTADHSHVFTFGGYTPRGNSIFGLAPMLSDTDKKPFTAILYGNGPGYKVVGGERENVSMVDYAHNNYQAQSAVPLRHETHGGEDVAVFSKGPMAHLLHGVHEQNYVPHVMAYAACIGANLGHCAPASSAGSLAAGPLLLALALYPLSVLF
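Assay system: human TNAP; Input: enzyme diluted 1/800 final; Reagent: CDP-star luminogenic substrate at 100 µM final; Timing: 30 min, room temperature; Signal: luminescence; Evaluation: TNAP activation factor scaled between EDTA and DMSO control wells.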
* = called active by the depositor; nt = not tested or not shown.

Value order: ROMK mod	STAT3 inh	STAT1 inh	PPARg SRC1 recr	PPARg SRC-3 ag	PPARg SRC2 recr	STAT3 activator	SRC2 TRFRET art	bIAP inh	bIAP activator	TNAP act hiacc
Cc1cccc(C)c1NC(=O)/C(C#N)=C/c1cccs1
 : nt	11	-10	-7	-2	-3	94	1511	4	1	1
COc1ccc(CCNC(=O)C(=O)NCCCN2CCOCC2)cc1
 : 0.55	6	-5	14	4	3	102	1530	-25	1.2	1
CC(C)(C)C(=O)Nc1ccccc1C(=O)N1CCCC1
 : nt	2	5	-2	-3	0	98	1491	-3	1	1
O=C(CCCCCCCC(=O)NNC(=O)Nc1ccccc1)NNC(=O)Nc1ccccc1
 : nt	-5	11	6	-1	0	109	1437	-12	1.1	1.1
O=C(NCc1ccccc1)Nc1cccn(Cc2cccc(F)c2)c1=O
 : 0.08	-4	-3	8	-1	0	101	1648	-2	1	1
Nc1nnc(-c2cc3c(ccc4ccccc43)oc2=O)s1
 : nt	4	-30	17	11	11	99	1824	17	0.8	0.9
Cn1c(=O)[nH]c(=O)c2c1nc(N1CCCCC1)n2CCSc1nc2ccccc2o1
 : nt	10	-2	0	-3	5	99	1541	3	1	1.1
Cc1ccc(N2CC(C(=O)Nc3ccc(S(=O)(=O)Nc4nccc(C)n4)cc3)CC2=O)cc1 (centres undefined)
 : nt	7	-7	1	-4	-3	100	1518	16	0.8	1.1
Cc1nnc(SCC(=O)N/N=C/c2ccc(-c3ccc(C)c(Cl)c3)o2)s1
 : 0.0058	7	-7	-3	1	-1	96	1557	12	0.9	1
COc1ccc(S(=O)(=O)Nc2ccc(S(=O)(=O)N3CCCCC3)cc2)cc1C
 : nt	-4	3	5	7	0	106	1291	-6	1.1	1
CCOC(=O)c1c(C)[nH]c(C(=O)OCC(=O)N2CCN(S(=O)(=O)c3ccccc3)CC2)c1C
 : -0.59	-9	-1	0	6	-5	107	1514	5	0.9	1
CC(C)n1c(N2CCN(CC(=O)NCc3cccs3)CC2)nc2ccccc21
 : nt	-3	-4	3	-1	4	108	1653	-22	1.2	1
CCN(CC)c1ccc(NC(=O)CSc2nc3ccccc3c(=O)n2-c2cc(S(=O)(=O)N(C)C)ccc2C)cc1
 : -0.62	-10	-11	-6	-1	-10	106	1423	-7	1.1	1
O=C(CSc1nc2ccccc2c(=O)n1CC1CCCO1)NCC1CCCO1 (centres undefined)
 : 0.48	-7	0	8	-5	-5	108	1549	10	0.9	1.1
Clc1cccc2sc(N3CCCCC3)nc12
 : nt	2	-25	2	-4	2	104	1531	6	0.9	1
CC(C)CC(=O)NC(=S)Nc1ccccn1
 : 0.47	7	0	-4	-4	-5	97	1363	-8	1.1	1
Cc1ccc(C(=O)C(=S)N2CCOCC2)cc1
 : nt	-3	0	-1	-2	-6	102	1592	6	0.9	1
O=C(c1cccnc1)N1CCC(Oc2ccc(C(=O)N3CCCC(O)C3)cc2)CC1 (centres undefined)
 : 0.5	0	-4	-3	-4	-6	105	1460	5	1	1
COc1ccc(NC(=O)/C=C/c2ccc(Br)o2)cn1
 : 0.089	16	-22	9	0	-2	93	1538	-8	1.1	1
CC(=O)Oc1cccc(N2C(=O)C3CC=CCC3C2=O)c1 (centres undefined)
 : 0.076	-2	-4	1	-3	5	103	1649	7	0.9	1

Following part
Value order: ROMK mod	STAT3 inh	STAT1 inh	PPARg SRC1 recr	PPARg SRC-3 ag	PPARg SRC2 recr	STAT3 activator	SRC2 TRFRET art	bIAP inh	bIAP activator	TNAP act hiacc
COc1cc(C2C(C(=O)/C=C/c3ccccc3)=C(O)C(=O)N2c2ccccn2)ccc1O (centres undefined)
 : -0.14	-3	8	3	1	5	104	1360	16	0.8	1
Cc1ccc(-n2c(C)cc(/C=N\NC(=O)CC(=O)NC(C)C)c2C)cc1
 : nt	-9	-14	-6	-1	0	109	1482	9	0.9	1
O=C(O)C1CCN(c2ccc(Cl)nn2)CC1
 : nt	2	-9	8	0	0	101	1665	-4	1	1
Cc1ccc(CSc2nc3c(c(N(C)C)n2)CCCC3)cc1
 : nt	22	-4	2	18	3	86	1733	16	0.8	1
CCn1c(SCC(=O)Nc2ccccc2C(=O)OC)nnc1-c1ccc(N)cc1
 : -0.54	0	2	-2	-2	-11	102	1687	5	0.9	1.1
CCOc1cccc(CN2CCCC(C(=O)c3cccc(C(F)(F)F)c3)C2)c1O (centres undefined)
 : -0.18	2	5	0	0	4	104	1753	-3	1	1.1
CCN1CCN(C(c2cccnc2)c2cc(Cl)c3cccnc3c2O)CC1 (centres undefined)
 : nt	-8	6	5	-7	-3	109	1374	-22	1.2	1
CC(C)(C)C(=O)N1CCN(c2ccc(Cl)cc2[N+](=O)[O-])CC1
 : -1.1	-7	-3	6	1	17	106	1608	12	0.9	0.9
CCn1c(C)c(C(C)=O)c(N2CCC(C(N)=O)CC2)nc1=S
 : nt	0	-5	-2	-5	1	100	1513	9	0.9	1
Cc1occc1C(=O)N/N=C/C=C/c1ccccc1
 : -0.11	13	-52	4	5	7	98	1577	-15	1.1	1
Cc1ccc(NC(=O)c2ccc(Cl)nc2)cc1
 : -1	-24	-32	2	3	4	120	1800	-10	1.1	1
ON1C2CCCCC2N(O)C1c1ccccc1C(F)(F)F (centres undefined)
 : nt	0	-12	-1	-1	-1	101	1422	7	0.9	1
CC(C)(C)[C@H]1C=C(C(=O)NCc2nc3ccccc3[nH]2)O[C@@H](OCCCCO)C1
 : nt	nt	-2	2	1	-6	nt	1334	-21	1.2	1.1
CC(C)CO/C(=N/S(=O)(=O)c1ccccc1)c1ccccc1
 : -1.3	-4	-2	8	-6	4	108	1498	28	0.7	1
CCc1ccc(-c2cc(C(=O)N/N=C/c3ccccn3)[nH]n2)cc1
 : -0.37	22	-12	1	-1	-7	83	1472	-1	1	1
O=C(CSc1ncc(-c2ccc(F)cc2)n1Cc1ccco1)Nc1ccc2c(c1)OCO2
 : -2.1	6	-41	4	-1	-6	97	1547	30	0.7	1.1
CCOC(=O)C(NC(=O)CC)(Nc1ccc(S(=O)(=O)Nc2ncccn2)cc1)C(F)(F)F (centres undefined)
 : 0.17	2	0	-3	-19	-7	99	1438	9	0.9	1
O=C(NCc1ccccc1)c1ccc2c(=O)n(CC3CCCO3)c(=S)[nH]c2c1 (centres undefined)
 : nt	5	1	-1	4	2	100	1642	-6	1.1	1
O=C(CSCc1ccccc1)N=Nc1c(O)[nH]c2ccccc12
 : -0.3	17	-4	2	-2	0	88	1408	4	1	1
Cn1nnnc1SCc1ccc(C(=O)Nc2ccc(Br)cc2)cc1
 : nt	34	-27	8	9	13	76	1580	-2	1	1

More entries follow.
Value order: ROMK mod	STAT3 inh	STAT1 inh	PPARg SRC1 recr	PPARg SRC-3 ag	PPARg SRC2 recr	STAT3 activator	SRC2 TRFRET art	bIAP inh	bIAP activator	TNAP act hiacc
CC(C)c1ccc(OCC(=O)NC(Cc2c[nH]c3ccccc23)C(=O)O)cc1 (centres undefined)
 : -0.35	-17	-3	0	0	-4	115	1571	-11	1.1	1
COC(=O)C(CCSC)NC(=O)/C=C/c1ccc(OC)cc1 (centres undefined)
 : -0.0085	12	3	3	5	6	96	1907	-3	1	1
COc1ccc(C(=O)NC(=S)Nc2ccccc2N2CCCCC2)cc1[N+](=O)[O-]
 : 0.15	4	9	-3	3	0	94	1600	3	1	1
CC(=O)c1ccc(NC(=O)c2noc3c2CCCCC3)cc1
 : nt	16	-55	8	1	0	90	1490	11	0.9	0.9
Cc1csc(-c2cnn(-c3ccccc3)c2NC(=O)c2ccccc2)n1
 : 1.1	-34	8	2	6	5	131	1585	0	1	1.1
CC(Sc1nnc(NC2CCCCC2)s1)C(=O)Nc1ccc2c(c1)C(=O)c1ccccc1C2=O (centres undefined)
 : -0.0038	0	-47	3	3	-2	98	1786	8	0.9	1

Two records drawn at random from the list so far:
Value order: ROMK mod	STAT3 inh	STAT1 inh	PPARg SRC1 recr	PPARg SRC-3 ag	PPARg SRC2 recr	STAT3 activator	SRC2 TRFRET art	bIAP inh	bIAP activator	TNAP act hiacc
CC(Sc1nnc(NC2CCCCC2)s1)C(=O)Nc1ccc2c(c1)C(=O)c1ccccc1C2=O (centres undefined)
 : -0.0038	0	-47	3	3	-2	98	1786	8	0.9	1
CC(C)c1ccc(OCC(=O)NC(Cc2c[nH]c3ccccc23)C(=O)O)cc1 (centres undefined)
 : -0.35	-17	-3	0	0	-4	115	1571	-11	1.1	1

Structures shown so far containing a Cl atom, in the order listed:
Value order: ROMK mod	STAT3 inh	STAT1 inh	PPARg SRC1 recr	PPARg SRC-3 ag	PPARg SRC2 recr	STAT3 activator	SRC2 TRFRET art	bIAP inh	bIAP activator	TNAP act hiacc
Cc1nnc(SCC(=O)N/N=C/c2ccc(-c3ccc(C)c(Cl)c3)o2)s1
 : 0.0058	7	-7	-3	1	-1	96	1557	12	0.9	1
Clc1cccc2sc(N3CCCCC3)nc12
 : nt	2	-25	2	-4	2	104	1531	6	0.9	1
O=C(O)C1CCN(c2ccc(Cl)nn2)CC1
 : nt	2	-9	8	0	0	101	1665	-4	1	1
CCN1CCN(C(c2cccnc2)c2cc(Cl)c3cccnc3c2O)CC1 (centres undefined)
 : nt	-8	6	5	-7	-3	109	1374	-22	1.2	1
CC(C)(C)C(=O)N1CCN(c2ccc(Cl)cc2[N+](=O)[O-])CC1
 : -1.1	-7	-3	6	1	17	106	1608	12	0.9	0.9
Cc1ccc(NC(=O)c2ccc(Cl)nc2)cc1
 : -1	-24	-32	2	3	4	120	1800	-10	1.1	1
